Bioassay records: PubChem, National Center for Advancing Translational Sciences (NCATS)
AT treatment = candidate therapy for ataxia-telangiectasia | […] A-T fibroblasts, KAP-1 phosphorylation AlphaLISA; neocarzinostatin DNA damage 30 min before lysis | Potency, µM (highest dose often 57.5 µM), inactives show at the top dose activation, most hits filed as activators | 0.19% of 320,000 active; also: potency is read from the fitted curve at half-maximal effect; % of control where 0% means no effect; nearly all actives have a fitted effect of over 45% in size
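ATM-like activity read as KAP-1 phosphorylation via AlphaLISA donor/acceptor antibody pairs after lysis and 6 hr at 25C. Cells were ATM-null patient fibroblasts ([…], hTERT), dosed 60 min, then exposed to the DSB inducer NCS for 30 min.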
hERG WT inh = inhibitors of human wildtype KCNH2 potassium channel; U2OS, BacMam KCNH2, thallium flux FluxOr; stronger effect = lower value; activity change, % at 1.84 µM; 0.37% of 340,000 active;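 active = maximum activity change below -70%; inconclusive = maximum activity change between -70% and -50%; inactive = maximum activity change above -50%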; also: % is scaled to controls: 0 for no effect and ±100 for the full control effect
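U2OS cells were transduced with wild-type KCNH2 virus (2.03 x 10^8 / mL) for 4 h at room temperature, then cultured overnight at 37 C. Thallium flux was read with FluxOr dye. Rate constants were normalized to DMSO controls.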
GALK inhibitor = blocks human galactokinase activity | Purified GALK, Kinase-Glo residual ATP luminescence | AID 1868 | 0.007% of 270,000 active | Potency, µM (doses to about 57.5 µM), for inactives: at the highest dose activity change, negative = inhibition, hits mostly inhibitors | P51570; also: potency is read from the fitted curve at half-maximal effect; % is scaled to controls: 0 for no effect and ±100 for the full control effect
Target sequence (P51570 whole entry, looked up): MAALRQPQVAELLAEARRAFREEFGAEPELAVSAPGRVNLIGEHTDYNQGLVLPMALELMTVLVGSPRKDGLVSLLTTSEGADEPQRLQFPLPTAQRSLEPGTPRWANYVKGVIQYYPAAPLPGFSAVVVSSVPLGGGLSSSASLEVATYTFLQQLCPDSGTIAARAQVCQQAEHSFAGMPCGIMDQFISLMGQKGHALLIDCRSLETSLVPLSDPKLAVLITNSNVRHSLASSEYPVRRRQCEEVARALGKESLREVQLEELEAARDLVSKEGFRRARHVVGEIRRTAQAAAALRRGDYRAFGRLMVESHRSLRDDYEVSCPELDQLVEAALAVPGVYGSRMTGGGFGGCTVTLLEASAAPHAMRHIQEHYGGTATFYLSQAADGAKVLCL
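The enzyme phosphorylates galactose (100 uM) using ATP (35 uM); inhibition is detected as higher residual ATP, quantified by bioluminescence after 1 h reaction at room temperature, pH 8.0.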
KCNH2 3.1 inh = inhibitors of human KCNH2 3.1 potassium channel isoform; AID 720553; activity change, % (tested at about 1.8 µM); U2OS KCNH2 3.1, thallium flux FluxOr; stronger effect = lower value; 0.95% of 340,000 active;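 active = maximum activity change below -70%; inconclusive = maximum activity change from -70% to -50%; inactive = maximum activity change above -50%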;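 also: thallium influx rate constant from kinetic fluorescence after stimulation buffer; % is scaled to controls: 0 for no effect and ±100 for the full control effect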
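Steps: virus added to U2OS suspension (4 h, RT, dark); medium with 10% FBS added, cells plated, 37 C overnight; FluxOr/Red40 loading buffer 45 min RT; stimulation buffer, 2 min kinetic read; rate constant normalized.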
FBPA coupling cs = counter-screen for Giardia aldolase inhibitors: coupling enzyme system. coupling enzyme system counterscreen, AmpLite Red fluorescence. 0.67% of 290,000 active. activity change, negative = inhibition, % at 58.2 µM, hits read low; in the data active = activity change below about -30%; also: % is scaled to controls: 0 for no effect and ±100 for the full control effect
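First, compound is pin-transferred into glyceraldehyde-3-phosphate coupling-enzyme reagent at 57.5 uM final and held 10 min at RT. Next, substrate, coupling system and AmpLite Red are added. After 20 min RT, fluorescence (525/598 nm) is read.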
CXXC DNA block = inhibitors of human MLL CXXC domain-DNA interaction | Q03164 | MLL-CXXC / FITC-HOXA9 DNA fluorescence polarization | Potency, µM (top dose mostly 115 µM), without a hit: at the top dose activity change, negative = inhibition, most hits filed as inhibitors | 0.037% of 290,000 active | AID 2662; active = well fitted inhibition curve with a large enough effect in the polarisation, with a control signal flat, not every such curve was filed as active; inconclusive = small, poorly fitted or top-dose-only effect, or effect the other way, or a change in a side signal; inactive = no such curve, though single readings can be large or run the other way; the % refers to the polarisation; also: potency is read from the fitted curve at half-maximal effect
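Purified MLL-CXXC (added from a 7 uM solution) was preincubated 5 min at ambient with pinned compounds in 50 mM Tris-HCl pH 7.5, 50 mM NaCl, 1 mM DTT, 0.05% BSA. Fluorescein-labeled HOX-A9 DNA (50 nM solution) followed, 30 min, then polarization read.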
a7 integrin act = integrin-mediated muscular dystrophy alleviation activation; 0.064% of 350,000 active; AID 624291; Potency, µM (titrated, usually from 38.3 µM), without a hit: at the highest dose activation, actives largely listed as activators; alpha7betagal myoblasts, beta-gal FDG fluorescence, 48 h;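 also: potency is read from the fitted curve at half-maximal effect; 100% = response of the positive control SU9516; nearly all actives have a fitted effect of over 60% in size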
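alpha7betagal+/- myoblasts (passage 13, 250/well) treated 48 h at 37C with compounds at 1:260 dilution of DMSO stock. Lysed, then beta-galactosidase activity read as FDG fluorescence (ex 480/em 540) after 30 min, with pre-read for autofluorescence.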
MBNL1-CUG inh = MBNL1-poly(CUG) RNA binding inhibition. Potency, µM (highest dose often 57.5 µM), for the others: at the highest dose activity change, negative = inhibition, most hits filed as inhibitors. TR-FRET MBNL1-His/biotin-(CUG)12 binding, 665/545 ratio. 0.036% of 280,000 active; active = well fitted inhibition curve with a large enough effect in the signal ratio, with a control signal flat, not every such curve was filed as active; inconclusive = small, poorly fitted or top-dose-only effect, or effect the other way, or a change in a side signal; inactive = no such curve, though single readings can be large or run the other way; the % refers to the signal ratio; also: potency is read from the fitted curve at half-maximal effect; % is scaled to controls: 0 for no effect and ±100 for the full control effect
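Compound titration spanned 92 nM–58 uM against the MBNL1-His/biotin-(CUG)12 complex. After 60 min at room temperature with 5 nM streptavidin-XL665 and 0.055 ng/ul terbium anti-His, ratiometric 665/545 nm emission (Ex 340 nm) normalized to controls.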
TRPV1 agonist = human TRPV1 agonism | Q8NER1 | TRPV1-expressing cells, Fluo-8 calcium influx, agonist mode | activation, % at 8.33 µM | 0.19% of 320,000 active | AID 540275; in the data active = activation above about 80%; inconclusive = between about 30% and that limit; also: 0% is about no effect
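Fluo-8 calcium influx in TRPV1-expressing cells, kinetic read (ex 480/em 520 nm). Compound added and read 3 min for agonist activity, followed by capsaicin at EC20 final and 2 min further read for enhancement.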
ASM inhibitor = inhibitors of human secretory acid sphingomyelinase; P17405; placental ASM, HMU-PC fluorogenic substrate, 60 min; Potency, µM (highest dose often 57.5 µM), for inactives: at the highest dose activity change, negative = inhibition, most hits filed as inhibitors; 0.006% of 340,000 active; AID 504937; also: potency is read from the fitted curve at half-maximal effect
Target sequence (P17405 47-631 limits assumed): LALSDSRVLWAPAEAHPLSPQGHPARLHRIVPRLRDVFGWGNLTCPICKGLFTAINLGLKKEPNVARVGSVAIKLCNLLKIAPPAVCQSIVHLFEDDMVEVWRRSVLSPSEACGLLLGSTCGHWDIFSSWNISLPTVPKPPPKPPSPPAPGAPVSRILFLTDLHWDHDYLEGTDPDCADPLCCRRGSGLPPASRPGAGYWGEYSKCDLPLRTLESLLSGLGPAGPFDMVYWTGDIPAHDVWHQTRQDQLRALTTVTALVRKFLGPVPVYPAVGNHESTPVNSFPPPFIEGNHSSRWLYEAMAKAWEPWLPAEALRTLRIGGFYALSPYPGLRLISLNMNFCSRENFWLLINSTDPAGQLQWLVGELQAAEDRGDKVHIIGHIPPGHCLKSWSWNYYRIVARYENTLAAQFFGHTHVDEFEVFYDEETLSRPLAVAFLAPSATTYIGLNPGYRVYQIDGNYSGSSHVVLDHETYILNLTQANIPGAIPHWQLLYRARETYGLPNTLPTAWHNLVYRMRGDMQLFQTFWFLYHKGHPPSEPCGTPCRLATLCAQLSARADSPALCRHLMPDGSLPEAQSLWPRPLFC
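Steps: dispense placental human ASM, pin compound, wait 10 min at room temperature, add HMU-PC0 substrate at 9 uM final, incubate 60 min at 37 °C, add stop solution raising pH to 10, read fluorescence.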
Starred values were filed as active, the others as inactive; i = inactive; ? = inconclusive; / = not tested or not shown; [ ] = dose if it differs, or a comment. Unless noted, calls follow the shape of the dose curve; as a rule, active = well fitted curve in the direction sought with a large enough effect; inconclusive = small, poorly fitted or top-dose-only effect, or another doubt; inactive = no such curve, though single readings can be large; an effect the other way counts as inactive or inconclusive. Compounds as they come; 2% or so of the library scored in one or more.

SMILES | AT treatment | hERG WT inh | GALK inhibitor | KCNH2 3.1 inh | FBPA coupling cs | CXXC DNA block | a7 integrin act | MBNL1-CUG inh | TRPV1 agonist | ASM inhibitor
CN(Cc1cccnc1)C(=O)c1cc(S(=O)(=O)Nc2ccccc2F)ccc1Cl | 3.4% | 2.9 | / | 1.7 | / | / | 13.2% | / | 4.9 | -1.3%
CC1Cc2ccccc2N1C(=O)CO/N=C/c1ccccc1OC(F)F (stereo not drawn) | 3.7% | 0.5 | 0.0% | 20.9 | 1.4 | -5.9% | -4.5% | 6.3% | 9.2 | -1.2%
CC1CCN(CCCNC(=O)c2cc3c(=O)n(C)c4ccccc4c3n2C)CC1 | 1.0% | 0.6 | 3.5% | -2.1 | 3.1 | -6.3% | ? | -28.8% | -1.4 | 2.6%
CCNC(=S)NC1CC2CCCC(C1)N2Cc1ccc(C)cc1 (stereo not drawn) | 6.5% | 15.0 | 0.9% | -44.2 | 0.3 | 1.1% | ? | -0.8% | 1.2 | 7.6%
CCC(C)CCCCNC1=NCCS1 (stereo not drawn) | -1.7% | 6.2 | 9.8% | 5.2 | -0.3 | 6.0% | 0.0% | / | -1.3 | 1.3%
CC(C)NC(=O)N(C)C[C@H]1Oc2c(NS(=O)(=O)c3cn(C)cn3)cccc2C(=O)N([C@H](C)CO)C[C@@H]1C | -2.3% | -3.2 | / | -1.6 | / | / | -4.4% | / | / | -1.3%
COCC(=O)Nc1ccc(N2CCCC2)c(S(=O)(=O)Nc2ccccc2OC)c1 | -1.1% | -6.2 | / | 1.5 | / | / | ? | / | 6.3 | -3.1%
Cc1ccc(NC(=O)CN(C)S(=O)(=O)c2ccc3c(c2)n(C)c(=O)c(=O)n3C)c(C)c1 | -1.6% | 8.4 | 0.8% | 3.8 | -1.3 | 0.1% | -18.7% | 20.2% | -0.5 | -1.0%

Sorted by value in CXXC DNA block (largest number first): three of the compounds above.
Compound,GALK inhibitor,CXXC DNA block,a7 integrin act,TRPV1 agonist,ASM inhibitor
CCC(C)CCCCNC1=NCCS1 (stereo not drawn),9.8%,6.0%,0.0%,-1.3,1.3%
Cc1ccc(NC(=O)CN(C)S(=O)(=O)c2ccc3c(c2)n(C)c(=O)c(=O)n3C)c(C)c1,0.8%,0.1%,-18.7%,-0.5,-1.0%
CC1Cc2ccccc2N1C(=O)CO/N=C/c1ccccc1OC(F)F (stereo not drawn),0.0%,-5.9%,-4.5%,9.2,-1.2%

Going on with the list:
SMILES | AT treatment | hERG WT inh | GALK inhibitor | KCNH2 3.1 inh | FBPA coupling cs | CXXC DNA block | a7 integrin act | MBNL1-CUG inh | TRPV1 agonist | ASM inhibitor
C#CCOCCOCCOCCNc1nc(N2CCN(C(=O)[C@H](C(C)C)n3cc(CCO)nn3)CC2)nc(N2CCN(C(=O)[C@H](CCCCN)n3cc(CCCC)nn3)CC2)n1 | -6.5% | -19.3 | / | -6.6 | -0.9 | 4.2% | -2.5% | -0.6% | -2.3 | 0.9%
Cc1cccc(C(=O)NC(=S)Nc2ccc3[nH]c(=O)[nH]c3c2)c1 | 9.3% | -7.5 | -1.9% | -12.2 | -1.7 | -0.2% | 9.0% | -4.8% | -0.6 | 3.6%
CCOC(=O)c1cnc(SCCc2ccccc2)nc1N | 8.1% | -15.6 | -3.6% | 8.0 | / | 0.3% | -7.6% | -16.8% | ? | -1.2%
CCOc1ccccc1-c1nc(C(N)=O)c2[nH]c(=O)n(-c3ccccc3)c2n1 | -2.3% | 4.5 | -0.4% | -25.4 | -1.7 | -3.5% | 24.9% | 73.7%[activator] | 2.0 | 49.9%[activator]
CCOc1ccc(C)cc1-n1nc2ccccc2n1 | 7.1% | -6.2 | -1.1% | 0.4 | -1.1 | 10.3% | -2.8% | 3.9% | 25.5 | -0.3%
CN(c1ccc(C(=O)Nc2ccc(Cl)cn2)cc1)S(=O)(=O)c1ccccc1 | -5.6% | -14.4 | -0.8% | -15.4 | -13.5 | -11.7% | 16.1% | -7.1% | 18.5 | -8.9%
Cc1nc(-c2nc(-c3c(C(=O)NNC(=O)c4ccc(Cl)cc4)noc3C)cs2)cs1 | -8.0% | -4.6 | 5.3% | -22.3 | 9.2 | -13.3% | -3.5% | -2.1% | 1.7 | -10.1%
CCc1ccc(C(=O)Nc2ccc(S(=O)(=O)Nc3nc(C)cc(C)n3)cc2)o1 | -8.5% | 6.4 | -2.7% | 2.4 | 1.3 | -6.0% | -17.9% | -4.1% | 1.2 | 11.8%
COCCCNC(=O)C1CC(=O)N(CCc2ccccc2)C1 (stereo not drawn) | / | -26.1 | 0.2% | 3.6 | -1.4 | -0.2% | -2.5% | 6.6% | -2.6 | 11.0%
CCOc1ccc(NS(=O)(=O)c2ccc(C(=O)N3CCCC(C)C3)cc2)cc1 (stereo not drawn) | 15.8% | 0.5 | / | 14.2 | / | / | -24.4% | / | -2.9 | 4.3%
O=C(CN1CCN(C2CCS(=O)(=O)C2)CC1)N1N=C(c2ccc(Cl)cc2)CC1c1ccco1 (stereo not drawn) | -1.5% | 4.7 | / | -6.2 | / | / | -9.1% | / | -0.3 | -0.9%
O=C(COc1ccccc1Br)Nc1ccc(S(=O)(=O)N2CCCC2)cc1 | 10.2% | 2.3 | / | -10.0 | / | / | -0.2% | / | 22.9 | -12.0%
COc1ccc(-c2csc(Nc3ccc(S(=O)(=O)Nc4cc(OC)nc(OC)n4)cc3)n2)cc1 | -2.0% | -10.5 | -0.8% | 8.4 | -4.4 | 0.8% | 17.4% | / | -1.0 | -19.4%
COc1ccc(-c2nn(-c3ccccc3)cc2CNC[C@H]2O[C@@H](n3cnc4c(N)ncnc43)[C@H](O)[C@@H]2O)cc1 | 6.7% | 15.7 | / | 4.7 | / | / | 0.0% | / | / | 0.0%
Cc1ccc(S(=O)(=O)Nc2ccc3ccccc3n2)cc1 | -1.0% | -0.9 | -0.1% | -2.8 | 2.2 | 1.0% | 32.7% | 5.1% | 9.8 | 3.8%
CCCc1cc(=O)[nH]c(SCC(=O)Nc2ccccc2C#N)n1 | 1.0% | 6.9 | -1.3% | 10.1 | -1.5 | -2.5% | 1.9% | -2.8% | -6.5 | 0.2%
CS(=O)(=O)c1ccc(Cl)c(NC(=O)COC(=O)CCc2c[nH]c3ccccc23)c1 | -0.2% | -0.3 | / | 0.9 | / | / | -2.2% | / | 4.8 | -6.8%
COc1ccccc1N1CCN(C(=O)C2c3ccccc3Oc3ccccc32)CC1 | 9.7% | 0.4 | 3.8% | 7.9 | 4.8 | -3.4% | -14.7% | -5.9% | 2.0 | -6.0%
COc1ccc(-c2cc(-c3cccs3)c(C#N)c(SCC(=O)NCc3ccccc3)n2)cc1 | 3.9% | -15.6 | / | -10.4 | 1.9 | 39.8%[activator] | -27.9% | 5.7% | -0.7 | 79.7%[activator]
Cc1ccc(CSC(Nc2ccc(F)cc2)=C(C#N)C#N)cc1 | 9.8% | -6.2 | -1.4% | -14.6 | -0.4 | 8.6% | -51.8%[inhibitor] | -7.2% | 17.7 | -7.5%
O=C(N/N=C/C=C/c1ccccc1)C1CC1(c1ccccc1)c1ccccc1 (stereo not drawn) | -0.8% | 12.3 | -3.1% | 1.9 | -1.9 | 2.8% | 0.3% | 0.8% | -4.9 | -6.6%
O=C(COC(=O)CCNS(=O)(=O)c1ccc2c(c1)OCCO2)NC1CCCc2ccccc21 (stereo not drawn) | 1.2% | 20.3 | 3.6% | 17.2 | -0.2 | -0.4% | -17.2% | 5.3% | 2.4 | -1.7%
CC1=C(C)CC(C(=O)NC2CCN(C(C)C)CC2)C(C(=O)O)C1 (stereo not drawn) | 7.0% | -1.5 | 6.1% | 3.0 | / | -19.8% | -17.4% | -10.6% | -1.4 | 2.5%
O=C(Nc1ccccc1)C(=O)Nc1ccccn1 | -8.9% | -25.3 | 6.5% | -0.9 | 2.3 | 4.5% | 6.0% | -3.8% | -0.8 | -2.7%
COc1ccc(C(=O)C[n+]2cccc(C(N)=O)c2)cc1 | -3.1% | 1.1 | 1.6% | -7.8 | 0.7 | -4.2% | 2.5% | 19.7% | 2.1 | -1.0%
CCn1c(=N)n(CC(=O)c2cccc([N+](=O)[O-])c2)c2ccccc21 | 21.4% | i | 2.5% | 13.1 | 0.4 | 10.8% | -0.7% | -1.3% | -2.0 | -0.2%
C/C(=C\C(=O)c1cccnc1)Nc1ccc(O)cc1 | -4.5% | 2.2 | -2.6% | -10.3 | -21.4 | -4.7% | -16.5% | ? | 1.2 | -0.1%
